Jurkat NFkB inh = inhibitors of the PMA/ionomycin-induced NF-kB reporter in Jurkat cells | AID 435003 | inhibition, % at 4 µM | PMA/ionomycin-induced NF-kB luciferase reporter, luminescence | 330,000 compounds, 0.53% hits; in the data active means inhibition above about 50%
APJ agonist = APJ receptor agonism; P35414; CHO-K1 APJ PathHunter beta-arrestin, luminescence; 0% DMSO wells, 100% apelin; activation, % at 20 µM; 330,000 compounds, 0.11% hits; AID 2520;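 active means activation more than six SD over the plate average, tested at 20 µM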;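 further: 0% = DMSO alone and 100% = apelin-13 at 10 nM; some results filed as inactive read as strong as hits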
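Assay system – PathHunter CHO-K1 APJ (AGTRL-1) beta-arrestin reporter cells · Compound – one dose, 20 µM compound, 1% DMSO · Timing – compound 90 min 25 °C, reagent 1 h · Measured by – luminescence from split beta-galactosidase complementation, Galacton Star/Emerald II substrate · Measure – beta-arrestin recruitment to APJ as agonist activity, luminescent signal · Benchmarks – DMSO vs Apelin-13 10 nM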
tim23-1 inh = inhibits growth of tim23-1 mutant yeast; S. cerevisiae tim23-1 growth, BacTiter-Glo luminescence, 24 h; inhibition, % at 20 µM; 330,000 compounds, 1.3% hits;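 active means growth inhibition of the mutant yeast at or above 50%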;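 further: temperature-sensitive mutant grown at 25 °C; plate controls were DMSO-treated mutant yeast for no effect and medium wells lacking yeast for full effect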
Mdm2 MdmX PPI = inhibitors of human Mdm2/MdmX interaction; O15151+Q00987; SaOS-2 split-luciferase Mdm2/MdmX complementation, luminescence; inhibition, % at 8 µM; 330,000 compounds, 3% hits; AID 485346;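 active means inhibition of at least 50% at 8 µM in the primary screen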
Target sequence (O15151 whole entry, looked up): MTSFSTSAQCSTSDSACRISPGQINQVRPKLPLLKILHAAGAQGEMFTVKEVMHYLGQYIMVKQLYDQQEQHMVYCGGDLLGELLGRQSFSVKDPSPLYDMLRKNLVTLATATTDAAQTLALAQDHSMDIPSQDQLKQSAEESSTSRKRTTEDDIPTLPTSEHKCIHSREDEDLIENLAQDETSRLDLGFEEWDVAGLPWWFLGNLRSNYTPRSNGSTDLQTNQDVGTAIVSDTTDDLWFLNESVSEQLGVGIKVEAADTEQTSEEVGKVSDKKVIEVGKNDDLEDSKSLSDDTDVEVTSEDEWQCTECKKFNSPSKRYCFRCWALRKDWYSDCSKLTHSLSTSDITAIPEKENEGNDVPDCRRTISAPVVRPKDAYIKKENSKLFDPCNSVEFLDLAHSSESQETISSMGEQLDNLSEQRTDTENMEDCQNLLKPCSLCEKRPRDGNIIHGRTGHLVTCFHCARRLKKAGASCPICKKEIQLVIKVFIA
Target sequence (Q00987 whole entry, looked up): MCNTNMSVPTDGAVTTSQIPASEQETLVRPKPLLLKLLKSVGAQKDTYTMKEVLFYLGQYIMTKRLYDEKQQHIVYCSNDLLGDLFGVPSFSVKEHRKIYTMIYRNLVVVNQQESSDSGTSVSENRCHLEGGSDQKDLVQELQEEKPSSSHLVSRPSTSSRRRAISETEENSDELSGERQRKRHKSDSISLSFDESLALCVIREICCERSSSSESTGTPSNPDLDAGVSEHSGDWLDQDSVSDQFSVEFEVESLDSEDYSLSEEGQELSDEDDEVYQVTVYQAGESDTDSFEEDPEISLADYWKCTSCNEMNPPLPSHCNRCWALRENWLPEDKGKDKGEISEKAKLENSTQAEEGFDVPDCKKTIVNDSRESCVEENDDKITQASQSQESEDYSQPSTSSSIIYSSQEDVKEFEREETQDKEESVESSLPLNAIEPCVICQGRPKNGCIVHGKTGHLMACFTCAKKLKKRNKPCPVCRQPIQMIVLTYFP
UPR CHOP act = activators of apoptotic arm of unfolded protein response (CHOP); CHO-CHOP luciferase reporter, UPR activation, luminescence; percent of tunicamycin response over DMSO baseline; activation, % at 10 µM; 330,000 compounds, 0.34% hits; AID 449763;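 active means at 10 µM dose, activation of 40% or more, normalized to positive control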;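 further: 100% = tunicamycin at 10 µg/mL and 0% = DMSO alone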
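Assay system: CHO-CHOP cells, stable luciferase reporter of PERK-eIF2a-CHOP signalling / Buffer or medium: F12 plus 10% serum / Compound dosing: one dose, 10 µM in 0.5% DMSO / Times: 6 h compound treatment, 37 °C / Technique: luciferase luminescence / Read-out: % reporter activation, DMSO baseline versus tunicamycin full activation / Benchmarks: tunicamycin and DMSO controls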
697 NFkB inh = lowers PMA/ionomycin-induced NF-kB signal in 697 B cells; AID 435022; 330,000 compounds, 0.33% hits; 697 B-cell NF-kB luciferase reporter, 16 h; inhibition, % at 4 µM; in the data active means inhibition above about 35%
XBP1 UPR activ = adaptive UPR (XBP1) activation; AID 463104; 330,000 compounds, 0.33% hits; CHO-XBP1 luciferase reporter, IRE1-XBP1 UPR activation, luminescence; percent of tunicamycin response, DMSO as zero; activation, % at 20 µM;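 active means versus positive control, 20 µM dose yields 30% or more activation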;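 further: 100% = tunicamycin at 10 µg/mL and 0% = DMSO only wells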
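Material: CHO cell line with stable XBP1 luciferase reporter; schedule: 16-18 h cell attachment at 37 °C, then 6 h compound exposure; signal: glow luminescence from Steady-Glo reagent; medium: serum-containing F12 medium, 10% FBS; benchmarks: tunicamycin 10 µg/mL and vehicle-only wells; read-out: percent activation relative to tunicamycin reference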
APJ antagonist = blocks the human apelin receptor APJ; inhibition, % at 20 µM; AID 2521; CHO-K1 APJ beta-arrestin complementation, luminescence; 330,000 compounds, 0.32% hits; P35414;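 active means inhibition above about 40% at 20 µM, limit read from the data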;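 further: cells challenged with 10 nM apelin-13 agonist together with compound; plate controls were apelin-13 plus DMSO wells for no effect and DMSO wells lacking apelin-13 for full effect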
Active calls of the source: *.

SMILES	Jurkat NFkB inh	APJ agonist	tim23-1 inh	Mdm2 MdmX PPI	UPR CHOP act	697 NFkB inh	XBP1 UPR activ	APJ antagonist
CC1CCCCC1NC(=O)C1CCCN1S(=O)(=O)c1cccc2nsnc12 (centres undefined)	1	-2	7	17	1.0	7	-1	-16
COc1ccc(-c2[nH]c3ccccc3c2SCCN)cc1	-6	1	-22	12	1.6	-8	-1	-7
C[C@H](CO)N1C[C@H](C)[C@@H](CN(C)C(=O)Nc2ccccc2)Oc2c(NS(=O)(=O)c3cccs3)cccc2C1=O	-5	-2	4	9	0.8	-22	-2	3
CCOC(=O)C1CCN(Cc2cnc(Oc3ccc(C(C)(C)C)cc3)s2)CC1	6	1	24	12	-0.5	15	-4	-5
CCC(=O)c1ccc(Oc2ccc(C(=O)c3ccc(C)cc3)cc2[N+](=O)[O-])cc1	13	-4	12	31	0.2	16	0	5
CCc1noc(C)c1C(=O)Nc1nc(-c2ccc(Cl)cc2Cl)c(C)s1	4	1	14	11	0.3	7	-2	0
O=C1NC(=O)/C(=C/c2ccc(-c3cc(C(=O)O)ccc3Cl)o2)S1	-23	-1	8	-1	1.7	8	-4	21
CCOc1ccc(N2CC(C(=O)Nc3nnc(Cc4ccc(OC)c(OC)c4)s3)CC2=O)cc1 (centres undefined)	18	-2	1	27	1.6	9	2	2
Cc1cc2cc(C(c3nnnn3Cc3ccco3)N3CCCCC3)c(=O)[nH]c2cc1C (centres undefined)	-4	-3	7	14	-0.7	-4	1	-1
COc1ccc(-n2c(CN3CCN(c4ccc(F)cc4)CC3)nc3ccc([N+](=O)[O-])cc3c2=O)c(OC)c1	-7	-3	39	7	-0.8	-6	-6	8
Cc1ccc(OCC(=O)N2CCc3ccccc3C2)c(C)c1	11	-3	39	-21	3.7	-12	2	14
CC(=O)N(CCc1cccc(C)c1)Cc1cc2ccc(C)cc2[nH]c1=O	-2	-4	17	-2	-0.7	-3	-3	16
Cc1cccc(NC(=S)N(CCCN2CCOCC2)Cc2ccco2)c1	-7	1	10	16	0.0	-1	-1	6
CC(C)=C1SC(N2CCN(c3cccc(C(F)(F)F)c3)CC2)=NC1=O	12	-2	-39	12	-3.3	-4	3	21
COc1ccc(NS(=O)(=O)c2cccc(C(=O)N3CCCC3)c2)cc1	2	-2	-9	-2	-1.1	-4	-4	6
O=C(c1cccn2c(=O)c3ccccc3nc12)N1CCN(c2ccccn2)CC1	-4	-3	16	-11	-0.2	1	-3	1
COc1ccc(C)cc1S(=O)(=O)N(CC(=O)Nc1cccc([N+](=O)[O-])c1)c1ccc(C)cc1	-7	5	12	25	1.9	-5	-2	6
O=C(O)c1cn(-c2ccc(F)c(F)c2)c2c(F)c(F)c(F)c(F)c2c1=O	4	3	4	-23	-1.1	-4	-3	5
Cc1noc(C)c1COc1ccccc1C(=O)NCCOc1ccccc1	7	19	5	-6	0.0	-12	1	-15
COc1cc2c(cc1NS(=O)(=O)N1CCCCC1)oc1ccccc12	11	-4	39	16	1.0	5	-2	6
COc1cc(/C=C(\C#N)C(=O)NCC2CCCO2)c([N+](=O)[O-])cc1OC (centres undefined)	10	14	34	11	4.0	16	1	-9
N#C/C(=C\c1ccccc1)C(=O)NCc1ccc(F)cc1	-2	6	43	-12	3.4	-11	2	-16
NCC12CC3CC(C1)CC(c1ccc(Br)cc1)(C3)C2	35	-3	28	72*	3.3	8	12	17
COc1ccc(OC)c(NC(=O)CCN2CCN(C)CC2)c1	-10	0	-5	-3	0.2	-36	-3	-12
Cc1ccc(NC(=O)C2(c3ccccc3)CC2(Cl)Cl)cc1C (centres undefined)	-11	-1	33	-11	2.6	-5	-1	11
(cont.)
SMILES	Jurkat NFkB inh	APJ agonist	tim23-1 inh	Mdm2 MdmX PPI	UPR CHOP act	697 NFkB inh	XBP1 UPR activ	APJ antagonist
CCOc1ccc(C(N)=O)cc1OC	-8	-2	-7	6	0.6	-11	-3	-28
CCCN(CCC)CCCNS(=O)(=O)c1ccc2c(c1)oc(=O)n2C	-13	3	-3	-24	-0.8	2	3	-17
Cc1cccc(/C=C2\Sc3ccc(C(=O)N4CCOCC4)cc3N(C)C2=O)c1	9	-2	10	12	0.7	7	-5	4
CC(C)NS(=O)(=O)c1ccc(OCC(=O)Nc2ccccc2F)cc1	7	-3	1	2	2.3	3	1	5
Cc1nn(CC(C)C)c(=S)[nH]c1=O	-7	-4	6	9	-1.1	9	1	-11
COc1cc(C(=O)N2CCC(n3c(C)nc4cc(F)ccc43)CC2)cc(OC)c1OC	-6	0	10	19	1.2	-16	0	0
CC(C)[C@H](N)c1nnc(SCC(=O)c2ccc(Cl)cc2)o1	7	-5	2	12	2.7	58*	1	11
Cc1ccc(-c2cc(C(=O)NCc3cccnc3)no2)cc1	-34	-3	-14	-6	5.9	-54	2	-8
Cc1ccc(S(=O)(=O)NC(=O)N(CCC#N)Cc2ccccc2)cc1	15	-3	0	9	-2.5	12	2	7
CC(=O)OCC1OC(n2ccc3ccccc32)C(OC(C)=O)C(OC(C)=O)C1OC(C)=O (centres undefined)	1	2	3	-10	-0.1	-6	-4	-7
O=C(Nc1cnccn1)Nc1ccc(Cl)cc1Cl	-22	-2	-4	46	2.2	-45	4	-1
N#Cc1c(C(F)(F)F)cc(-c2ccccc2)nc1SCCN1CCOCC1	-2	5	15	26	-1.9	13	-7	19
CCN(CC(=O)Nc1cccc(C(C)=O)c1)S(=O)(=O)c1ccc(OC)cc1	0	-2	18	29	-0.5	14	-1	-4
O=C(NNC(=O)c1cc(-c2ccccc2)nc2ccccc12)Nc1cccc(Cl)c1	-14	-1	22	24	-0.6	13	-3	-3
CC(=O)Nc1nonc1-n1nnc(C(=O)NCc2ccccc2)c1C	4	-1	17	-12	-3.1	21	1	-1
CCN1CCN(C(=O)c2ccc(C(F)(F)F)cc2)CC1	-6	-2	-2	18	0.8	14	2	-23
COc1cc(C(=S)N2CCN(C)CC2)ccc1OCC(=O)NCc1ccccc1	20	-3	10	4	-0.9	8	0	-1
Fc1ccc(NC(=S)NCc2cccs2)cc1	-9	3	14	-16	-0.2	-16	-1	-28
CCOC(=O)Nc1ccc2c(c1)nc1n2CCN(CCOC)C1	-19	0	7	10	-0.5	-12	3	-1
CCOC(=O)c1[nH]c(=O)[nH]c1CSc1nc(C)cc(C)n1	-11	-3	0	-17	-1.0	-2	0	2
Cc1ccc2cc(CN(C(=O)c3ccco3)c3ccccc3C)c(=O)[nH]c2c1	-26	-1	15	11	0.2	-14	0	-5
COc1ccc(C(=O)NCc2nnc(SCC(=O)Nc3cc(C)cc(C)c3)o2)cc1OC	-5	-3	-13	24	1.0	5	-3	-16
C/C(CCS(=O)(=O)c1ccccc1)=N/O	-4	-3	12	18	-2.4	0	-3	4
Cc1nn(-c2ccccc2)c2c1C1(C(=O)N(C)c3ccccc31)N(c1ccccc1)C(=O)N2 (centres undefined)	-3	-2	-5	9	-0.6	13	-3	-5
COc1ccc(C(=O)Nc2cc3c(cc2C#N)OCO3)cc1S(=O)(=O)N1CCN(C)CC1	-13	-4	-8	29	-0.9	1	0	15

Among those listed so far, these have an aryl thioether with sulfur outside any ring:
SMILES	Jurkat NFkB inh	APJ agonist	tim23-1 inh	Mdm2 MdmX PPI	UPR CHOP act	697 NFkB inh	XBP1 UPR activ	APJ antagonist
COc1ccc(-c2[nH]c3ccccc3c2SCCN)cc1	-6	1	-22	12	1.6	-8	-1	-7
CC(C)[C@H](N)c1nnc(SCC(=O)c2ccc(Cl)cc2)o1	7	-5	2	12	2.7	58*	1	11
N#Cc1c(C(F)(F)F)cc(-c2ccccc2)nc1SCCN1CCOCC1	-2	5	15	26	-1.9	13	-7	19
CCOC(=O)c1[nH]c(=O)[nH]c1CSc1nc(C)cc(C)n1	-11	-3	0	-17	-1.0	-2	0	2
COc1ccc(C(=O)NCc2nnc(SCC(=O)Nc3cc(C)cc(C)c3)o2)cc1OC	-5	-3	-13	24	1.0	5	-3	-16

Going on with the list:
SMILES	Jurkat NFkB inh	APJ agonist	tim23-1 inh	Mdm2 MdmX PPI	UPR CHOP act	697 NFkB inh	XBP1 UPR activ	APJ antagonist
CCOC(=O)c1ccc(N=Cc2c(O)c3ccccc3oc2=O)cc1	6	-3	15	17	8.1	12	3	3
CN(C)CCn1c2c(c(SCC(=O)N3CCc4ccccc43)nc1=O)CCCC2	15	7	-4	0	1.4	13	-5	7
CSc1nc2nc(C)cc(-c3ccccc3)n2n1	5	-1	20	7	-1.8	4	2	-8
CCc1nnc(NC(=O)c2ccc(S(=O)(=O)NCC(C)C)cc2)s1	-17	-1	13	-15	3.0	-14	-2	3
COc1ccc(N)cc1-n1c(C)ccc1C	-1	1	8	11	2.1	-12	6	-29
O=C(NCC(c1ccco1)N1CCCC1)c1cccc(S(=O)(=O)N2CCOCC2)c1 (centres undefined)	4	-1	4	10	0.1	22	1	0
Cc1nc(NC(C)c2ccccc2)c2oc3ccccc3c2n1 (centres undefined)	21	-3	18	18	-1.5	-40	-1	5
Cc1ccc(C(=O)N(CC(C)C)c2nc3ccccc3s2)o1	-6	-5	27	-14	4.5	-10	-4	-10
CC(NC(=O)/C(C#N)=C/c1ccc(Cl)c([N+](=O)[O-])c1)c1ccccc1 (centres undefined)	-1	9	-91	100*	63*	3	-8	9
Cc1cc(C)nc(-n2nc(C)c(C3(O)C(=O)Nc4ccc(F)cc43)c2N)n1 (centres undefined)	-2	1	3	-14	-0.3	2	-1	8
COc1cccc(NC(=O)COc2ccc(C)cc2)c1	-34	-3	2	10	2.5	9	0	8
CCCOc1ccc(-c2nnn(CC(=O)OCC)n2)cc1	2	0	12	15	0.9	1	-1	-13
Cc1ccc2c(c1)NC(=O)C(CC(=O)NCCCN1CCCC1=O)O2 (centres undefined)	-24	-4	10	1	-0.7	-21	-2	-7
CC(=O)c1ccc(OCC(=O)N(CCC2=CCCCC2)c2c(N)n(Cc3ccccc3)c(=O)[nH]c2=O)cc1	4	-2	-2	7	1.3	3	-1	23
COc1cc(OC)c(C(=O)OCC(=O)Nc2cc(C)on2)cc1OC	8	0	6	0	1.1	6	-2	10
Cc1nn2c(N3CCOCC3)cc(C(C)(C)C)nc2c1-c1ccc(Cl)cc1	3	-1	12	2	-0.3	-24	-5	-16
Fc1ccc(NC(=S)N/N=C/c2ccc(F)c(F)c2)c(F)c1	-14	-6	-2	5	0.3	2	-1	-4
CC(C)C(=O)NC(c1ccco1)c1ccc2cccnc2c1O (centres undefined)	33	-1	35	82*	17	-7	5	-14
O=C(NC(=S)N1CCN(Cc2ccc3c(c2)OCO3)CC1)c1cccc(Br)c1	7	1	54*	9	3.0	-35	2	6
COC(=O)CCC(=O)Nc1ccc2oc3c(c2c1)CCCC3	-12	1	-4	15	-0.5	-8	1	0
COc1ccc(CN2C(=O)c3cccnc3C2Nc2ccc(C)cc2)cc1 (centres undefined)	3	-2	19	-1	-1.3	15	-3	-6
O=C1NC(c2ccccn2)Nc2sc3c(c21)CCC3 (centres undefined)	-65	-5	13	-17	3.7	-99	-1	0
CC1Cc2ccccc2N1S(=O)(=O)c1cccc(C(=O)NCc2ccco2)c1 (centres undefined)	11	-1	25	23	-0.4	-3	-2	11
FC(F)Oc1ccc(NC(=S)Nc2ccc3cn[nH]c3c2)cc1	-9	0	34	6	0.1	6	0	-24
Cc1ccc(S(=O)(=O)NCc2nc3ccccc3[nH]2)cc1	-5	-2	-13	-20	2.0	-8	-1	-53
CCCCCCOC(=O)Sc1nc2ccccc2o1	-12	1	38	-2	0.1	3	-2	-1

Screening results (PubChem BioAssay)
